# DPM-DC inhibit = S. pneumoniae DPM-DC inhibitors, primary screen, biochemical, PK/LDH-coupled NADH fluorescence | purified DPM-DC | calls only at 10 µM | 65,000 compounds, 0.49% hits | AID 556, 2006;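 active means the 320 compounds with the highest percent inhibition in the single-dose primary screen, excluding strongly autofluorescent ones, cut at about 32% in these data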;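 further: kinetic rate of NADH fluorescence loss reporting ADP formed by the decarboxylase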
# PMK inhibit = S. pneumoniae PMK inhibitors, primary screen, biochemical, mevalonate pathway, pilot trial included. phosphomevalonate kinase (Streptococcus pneumoniae D39). purified PMK, PK/LDH-coupled NADH absorbance 340 nm. inhibition, % at 10 µM. 65,000 compounds, 0.49% hits. AID 539, 2006;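 active means top-ranked compounds by inhibition in the single 10 µM screen, taking a fixed number of the strongest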;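 further: 0% = full reaction with DMSO carrier and 100% = background rate without enzyme reaction; no value below 0 was filed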
# HT1080 viability = cytotoxicity in HT1080 fibrosarcoma cells, cell-based, fluorescence readout (AID 620); HT1080 viability, fluorescence; higher % means a stronger effect; cytotoxicity, % at 10 µM; hits with a dose series show EC50 in µM; 87,000 compounds, 0.42% hits; in the data active means cytotoxicity above about 50%;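 further: cells exposed to compound overnight then 4 h with Alamar Blue; 0% = vehicle DMSO and 100% = killing control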
# Spn MK inh = S. pneumoniae MK inhibitors, primary screen, biochemical, PK/LDH-coupled NADH absorbance; mevalonate kinase [Streptococcus pneumoniae D39]; purified MK, PK/LDH-coupled NADH absorbance 340 nm; inhibition, % at 10 µM; 65,000 compounds, 0.48% hits; AID 555, 2006;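 active means ranked among the strongest by inhibition in the single 10 µM screen, a fixed top-ranked set picked for dose follow-up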; further: no value below 0 was filed
# LYP phosphatase = LYP phosphatase inhibitors, primary screen, biochemical, DiFMUP fluorescence, recombinant catalytic domain, 10 µM (AID 606); Tyrosine-protein phosphatase non-receptor type 22 (Homo sapiens); recombinant LYP catalytic domain, DiFMUP fluorescence; higher % means a stronger effect; inhibition, % at 10 µM, or IC50 in µM where a hit was titrated; 52,000 tested, under 10 active;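 active means IC50 under 40 µM in the dose-response test; inactive means IC50 of 40 µM or more, or never dose-tested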
# The depositor's hits bear a star; i = inactive; · = not tested or not shown.
# Below each compound – DPM-DC inhibit | PMK inhibit | HT1080 viability | Spn MK inh | LYP phosphatase
1) Nc1nc(SCc2ccc(Cl)cc2)[nH]c(=O)c1-c1ccccc1
  · | · | 2% | · | ·
2) CCC1=C(OC(=O)N(CC)CC)N2C(=O)OC(=NCC(=O)OC)[C@]2(C)[C@H]2C1=CC[C@H]1C(=O)N(C)C(=O)[C@H]12
  · | · | 6% | · | ·
3) COc1ccc(C)cc1S(=O)(=O)N(C)CC(=O)N1CCCCC1
  · | · | 3% | · | ·
4) Cc1ccc(C(=O)CSc2nc3ccccc3o2)cc1
  · | · | -8% | · | ·
5) CCC1=C(OC(=O)N(CC)CC)N2C(=O)OC(=NCCOC)[C@]2(Cc2ccccc2)[C@H]2C1=CC[C@H]1C(=O)N(CC)C(=O)[C@H]12
  · | · | -30% | · | ·
6) CCn1c(=O)n(CC(=O)Nc2cc(OC)c(OC)c(OC)c2)c(=O)c2ccccc21
  · | · | -6% | · | ·
7) CC(C)C(C)NC(=O)COc1ccc(-c2ccccc2)cc1 (centres undefined)
  · | · | -10% | · | ·
8) COc1ccc(S(=O)(=O)N(CCCN2CCOCC2)Cc2cccc(OC)c2OC)cc1
  · | · | -1% | · | ·
9) COc1ccc(C(OC(=O)c2ccco2)C(=O)NCc2ccc(C)cc2)cc1 (centres undefined)
  · | · | -14% | · | ·
10) COc1ccc2cc(C(=O)NCCO)sc(=O)c2c1OC
  · | · | 0% | · | ·
11) CCOC(=O)C1=C(C)N(CCCC(=O)NCc2ccc3c(c2)OCO3)C(=O)NC1c1ccc(Br)cc1 (centres undefined)
  · | · | -30% | · | ·
12) CC(c1ccccc1)N1CCn2c(nc3cc(NC(=O)c4cccs4)ccc32)C1 (centres undefined)
  · | · | 2% | · | ·
13) CCn1c(=O)cc(OCC(=O)Nc2cccc(C)n2)c2ccccc21
  · | · | -6% | · | ·
14) CCCNC(=O)COc1ccc(S(=O)(=O)Nc2ccc(C)cc2)cc1
  · | · | -15% | · | ·
15) COc1ccccc1OCC(=O)Nc1ccc(Cl)cc1
  · | · | -1% | · | ·
16) Cc1ccc(S(=O)(=O)Oc2ccccc2/C=N/NC(=O)c2c(Cl)cnn2C)cc1
  · | · | -2% | · | ·
17) COc1ccc2cc(CCC(C)=O)ccc2c1
  · | · | 1% | · | 19%
18) O=c1[nH]cc(F)c(=O)[nH]1
  · | · | 6% | · | 22%
19) N[C@@H](Cc1cc(I)c(O)c(I)c1)C(=O)O
  · | · | -5% | · | 15%
20) Oc1c(Cl)cc(Cl)c(Cl)c1Cc1c(O)c(Cl)cc(Cl)c1Cl
  · | · | 4% | · | 17%
21) CCOC(=O)N1CCN(C(=O)CS(=O)(=O)c2cn(Cc3cccc(F)c3)c3ccccc23)CC1
  i | 16 | · | 9 | ·

# 12 compounds from above, ordered by count of non-hydrogen atoms, lowest first:
# Below each compound – DPM-DC inhibit | PMK inhibit | HT1080 viability | Spn MK inh | LYP phosphatase
18) O=c1[nH]cc(F)c(=O)[nH]1
  · | · | 6% | · | 22%
17) COc1ccc2cc(CCC(C)=O)ccc2c1
  · | · | 1% | · | 19%
15) COc1ccccc1OCC(=O)Nc1ccc(Cl)cc1
  · | · | -1% | · | ·
20) Oc1c(Cl)cc(Cl)c(Cl)c1Cc1c(O)c(Cl)cc(Cl)c1Cl
  · | · | 4% | · | 17%
7) CC(C)C(C)NC(=O)COc1ccc(-c2ccccc2)cc1 (centres undefined)
  · | · | -10% | · | ·
1) Nc1nc(SCc2ccc(Cl)cc2)[nH]c(=O)c1-c1ccccc1
  · | · | 2% | · | ·
13) CCn1c(=O)cc(OCC(=O)Nc2cccc(C)n2)c2ccccc21
  · | · | -6% | · | ·
16) Cc1ccc(S(=O)(=O)Oc2ccccc2/C=N/NC(=O)c2c(Cl)cnn2C)cc1
  · | · | -2% | · | ·
6) CCn1c(=O)n(CC(=O)Nc2cc(OC)c(OC)c(OC)c2)c(=O)c2ccccc21
  · | · | -6% | · | ·
8) COc1ccc(S(=O)(=O)N(CCCN2CCOCC2)Cc2cccc(OC)c2OC)cc1
  · | · | -1% | · | ·
21) CCOC(=O)N1CCN(C(=O)CS(=O)(=O)c2cn(Cc3cccc(F)c3)c3ccccc23)CC1
  i | 16 | · | 9 | ·
5) CCC1=C(OC(=O)N(CC)CC)N2C(=O)OC(=NCCOC)[C@]2(Cc2ccccc2)[C@H]2C1=CC[C@H]1C(=O)N(CC)C(=O)[C@H]12
  · | · | -30% | · | ·

# An excerpt; rates above refer to the full screens.
